Screening data (PubChem)
AmpC detergent = AmpC beta-lactamase inhibition with detergent present. P00811. AmpC hydrolysis of nitrocefin, absorbance 480 nm, 0.01% Triton. Potency, µM (doses to about 114 µM), without a hit: at the top dose activity change, negative = inhibition, actives largely listed as inhibitors. 370,000 compounds, 0.041% hits. AID 485294; active = well fitted inhibition curve with a large enough effect; inconclusive = small, poorly fitted or top-dose-only effect;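 note: potency is the fitted concentration of half-maximal effect; 0% = no-compound wells and -100% = no-enzyme wells; nearly all actives have a fitted effect of over 25% in size; some results filed as inactive show a strong effect at the top dose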
Target sequence (P00811 whole entry, looked up): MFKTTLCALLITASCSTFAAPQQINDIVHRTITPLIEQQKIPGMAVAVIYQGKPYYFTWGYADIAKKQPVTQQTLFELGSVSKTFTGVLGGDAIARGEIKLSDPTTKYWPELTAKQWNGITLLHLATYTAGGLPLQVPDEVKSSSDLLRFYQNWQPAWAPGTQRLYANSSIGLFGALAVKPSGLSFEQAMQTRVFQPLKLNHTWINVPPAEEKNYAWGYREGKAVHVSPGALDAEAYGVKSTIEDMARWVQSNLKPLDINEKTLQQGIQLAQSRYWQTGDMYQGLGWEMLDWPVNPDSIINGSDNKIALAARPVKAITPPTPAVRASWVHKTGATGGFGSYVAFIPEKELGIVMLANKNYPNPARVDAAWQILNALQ
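AmpC (5.3 nM in the dispensed reagent) in 20 mM phosphate pH 7.0 with 0.01% (detergent screen) or 0.0001% Triton X-100 was preincubated with compounds for 15 min at room temperature. Nitrocefin was then added from an 800 uM solution, and hydrolysis was followed at 480 nm.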
HCMV antiviral = blocks human cytomegalovirus replication; HFF cells, HCMV-luciferase reporter, 72 h; active compounds read low; AID 1259415; activity change, negative = inhibition, % at 57.5 µM; 410,000 compounds, 4.5% hits; in the data active = activity change below about -60%; inconclusive = no clear call, values can overlap the other calls; inactive = above about -39%
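Inhibition of viral replication was scored as loss of reporter luminescence in HFFs infected with HCMV-luciferase (MOI 1 PFU/cell) for 72 h; compounds tested at 2 doses, normalized to buffer and Salinomycin controls.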
* hit, by the source's call; ? = inconclusive; [ ] = remark or other dose. Unless noted, % is set by controls: 0 for no effect and ±100 for the full control effect.

Start of the listing, in advance (two entries):
no.	mol	AmpC detergent	HCMV antiviral
1	COc1ccc(C(=O)Nc2ccccc2-c2nc(-c3ccc(OC)cc3)no2)cc1	-11%	13
2	O=S(=O)(NCCc1csc2nc(-c3ccccc3)nn12)c1ccc(Oc2ccccc2)cc1	-4%	-67*

All compounds of this part, repeating the preview:
no.	mol	AmpC detergent	HCMV antiviral
1	COc1ccc(C(=O)Nc2ccccc2-c2nc(-c3ccc(OC)cc3)no2)cc1	-11%	13
2	O=S(=O)(NCCc1csc2nc(-c3ccccc3)nn12)c1ccc(Oc2ccccc2)cc1	-4%	-67*
3	CCOc1ccc(NC(=O)CCSc2nc(-c3ccc4c(c3)OCO4)cc(C(F)(F)F)n2)cc1	24%	-22
4	O=C(CCC(=O)N1CC2CCCN2c2ccccc21)NCc1ccccc1 (stereo not given)	23%	-3
5	COc1ccc(C(=O)c2cn(CC(=O)Nc3cc(C)ccc3C)c3nc(C)ccc3c2=O)cc1	15%	9
6	COc1ccc(-c2cc3nc(-c4ccc(C)cc4)cc(C(F)(F)F)n3n2)cc1	1%	5
7	CCCCOc1ccc(C(=O)N2CCN(CCc3ccncc3)CC2)cc1	4%	9
8	CCOC(=O)C1(C)C=C(Nc2ccc(C(N)=O)cc2)C(=O)N1c1ccccc1 (stereo not given)	6%	60
9	O=C(CNS(=O)(=O)c1cccs1)N1CCN(c2ccccc2Cl)CC1	-2%	69
10	CCOC(=O)c1c(NC(=O)CS(=O)(=O)c2ccc(Cl)cc2)sc2c1CCCC2	0%	0
11	N#Cc1cc2c(nc1SCC(=O)Nc1ccc(F)c(Cl)c1)C1CCN2CC1	-3%	50
12	COc1cccc(C(=O)N2CC(=O)Nc3ccc(C)cc3C2c2ccc(F)cc2)c1OC (stereo not given)	-3%	16
13	CCCOc1ccc(-c2cccc(NS(=O)(=O)c3ccc(CC)cc3)c2)nn1	16%	-22
14	Cc1ccc(CCNC(=O)CN2C(=O)COc3ccc(S(=O)(=O)N4CCCCCC4)cc32)cc1	-12%	1
15	CCn1c(SCc2ccc(F)cc2Cl)nnc1-c1nonc1NC(C)=O	3%	-2
16	O=C(Cn1c(=O)n(-c2ccc(Cl)cc2)c(=O)c2sc3ccccc3c21)NC1CCCCC1	16%	14
17	CCOc1ccc(NC(=O)c2ccc3[nH]c(C)c(C)c3c2)cc1	?	0
18	COC(=O)c1c(-c2ccc(Cl)cc2)noc1N1CCN(c2cccc(C)c2C)CC1	21%	11
19	Cc1cc(C)cc(OCCSc2nc(-c3cccs3)nc3cc(=O)[nH]n23)c1	4%	24
20	COc1ccc(Cn2nnc3c(=O)[nH]c(C4CCCN(C(=O)c5ccccc5Cl)C4)nc32)cc1OC (stereo not given)	13%	8
21	Cc1ccc(-n2ncc3c(N4CCC(Cc5ccccc5)CC4)ncnc32)cc1	-1%	?
22	CCc1nn2c(=O)cc(COc3ccc(/C=C(\C#N)C(=O)Nc4ccc(C)cc4)cc3)nc2s1	-5%	15
23	O=S(=O)(Nc1ccc(F)cc1F)c1ccc(Br)s1	-5%	7
24	COc1cccc(CN2CCCN(Cc3ccc(F)cc3)S2(=O)=O)c1	10%	0
25	CCCc1ccc(OC(=O)c2sc3ncn(Cc4cccc(F)c4)c(=O)c3c2C)cc1	-7%	-9
26	CCCc1cc(=O)oc2cc(C)c3c(C(C)(C)C)coc3c12	10%	5
27	Cc1cccc(-c2nc3cc(NC(=O)COc4ccccc4F)ccc3o2)c1	17%	77
28	COc1ccccc1C(=O)OCc1cc(=O)n2nc(C3CCCCC3)sc2n1	21%	25
29	COc1ccc(NC(=O)CSc2ccc3nc(-c4ccccc4)cn3n2)c(OC)c1	16%	10
30	CC(C)Oc1ccc(CNC(=O)c2cc3cccc4c3n2CC(C)S4)cc1 (stereo not given)	27%	0
31	CCOC(=O)Cc1ccc(NC(=O)NC(C)c2c(-n3cccc3)sc(C)c2C)cc1 (stereo not given)	-4%	-16
32	Cc1cc(N2CCN(c3cccc(C)c3C)CC2)n2nc(C)c(-c3ccc(Cl)cc3)c2n1	-11%	-8
33	CCOc1ccc(CCNC(=O)c2cnc3sc(N4CCC(C)CC4)nn3c2=O)cc1	5%	14
34	CCOC(=O)c1c(C)c(-c2ccccc2)n(CC(=O)NCc2ccccc2)c1C	1%	-3
35	COc1ccc(NC(=O)C(C)n2nc(-c3cc(C)ccc3C)c3c(c2=O)CCCC3)cc1 (stereo not given)	12%	-2
36	CCOc1ccccc1NS(=O)(=O)c1cc2[nH]c(=O)c(=O)[nH]c2cc1C	5%	0
37	Cc1ccccc1OCC(=O)Nc1ccc(C(=O)OCc2cc(=O)n3c(C)csc3n2)cc1	7%	-87*
38	CCOC(=O)Cn1c(=O)n(C2CCCCC2)c2nc(-c3ccc(OC)cc3)nc(C(N)=O)c21	16%	9
39	CCOCCCn1c(SCC(=O)Nc2ccc(C)cc2)nc2ccccc2c1=O	-2%	?
40	CCN(CC)CCCNC(=O)c1cnc(SC)nc1-c1ccccc1	17%	-2

Screen by screen, quoted from above.
HCMV antiviral, compounds 25–33 → -9, 5, 77, 25, 10, 0, -16, -8, 14
AmpC detergent, compounds 25–33 → -7%, 10%, 17%, 21%, 16%, 27%, -4%, -11%, 5%

Next entries:
no.	mol	AmpC detergent	HCMV antiviral
41	CCN1C(=O)c2ccccc2S(=O)c2ccc(C(=O)N3CCN(c4cccc(Cl)c4)CC3)cc21 (stereo not given)	-11%	-15
42	CCC(C(=O)Nc1ccccc1)n1nc(-c2cc(C)ccc2C)ccc1=O (stereo not given)	-5%	6
43	O=S(=O)(c1ccccc1)c1nc(-c2ccco2)oc1SCc1ccc(F)cc1	-7%	-4
44	CCN(CCCNC(=O)c1c(C)oc2ncn(CC(C)C)c(=O)c12)Cc1ccccc1	18%	-5
45	COc1ccc(CCN2CCC(CNC(=O)c3cnn(-c4cccc(Cl)c4)c3C3CCN(C(=O)OC(C)(C)C)CC3)CC2)cc1	10%	-101*
46	Cc1ccc(-c2nn(-c3ccccc3)c3c2cnc2ccccc23)cc1C	2%	-5
47	CCc1ccccc1NC(=O)C1CCCN(c2nnc(-n3c(C)ccc3C)s2)C1 (stereo not given)	22%	-9
48	COc1ccccc1C(=O)Nc1nc(-c2ccccc2)ns1	21%	65
49	Cc1ccc(C(=O)N(Cc2ccco2)c2ccccn2)cc1	15%	36
50	COc1ccc(NC(=O)CSC2=Nc3ccccc3N=C(c3ccc(F)cc3)C2)cc1OC	-1%	-102*
51	COc1ccc(NC(=O)c2cccc(N3CCCS3(=O)=O)c2)c(OC)c1	-4%	9
52	Cc1ccc(NC(=O)CN(C)S(=O)(=O)c2cccc3nsnc23)c(C)c1	-1%	-15
53	COc1ccc(OC)c(NC(=O)Cn2c(=O)cc(-c3ccccc3)c3c(C)nn(C)c32)c1	5%	-12
54	COc1ccc(OCC(=O)Nc2ccc(Cl)c(-c3nc4ncccc4o3)c2)cc1	17%	-28
55	COC(=O)c1sccc1S(=O)(=O)N(CC(=O)NCc1ccc(C)cc1)c1ccc(C)cc1	16%	4
56	Cc1ccccc1CNC(=O)CCCn1c(=O)c2cccn2c2cccnc21	-5%	-34
57	Cn1c(=O)c2c(ncn2CC(=O)Nc2cc(Cl)cc(Cl)c2)n(C)c1=O	-10%	9
58	COc1ccc(Cl)cc1C(=O)NCC(c1ccc(N(C)C)cc1)N1CCCC1 (stereo not given)	-3%	4
59	CC1CCCN(c2csc3ccccc3c2=O)C1 (stereo not given)	16%	38
60	Cc1cccc(-n2c(=O)c3ccccc3n(Cc3ccc(F)cc3)c2=O)c1	16%	?
61	CCc1cccc(NC(=O)Cc2nc(-c3ccc(OC)cc3)no2)c1	14%	-5
62	COc1cccc(CCNc2ncnc3c2nnn3C)c1	1%	?
63	Cc1ccc(N2CCN(S(=O)(=O)c3nnc(NC(=O)c4cccc(F)c4)s3)CC2)cc1	14%	9
64	CC(C)Nc1cc(N2CCN(C3CCCCC3)CC2)c2noc3c2c1C(=O)c1ccccc1-3	4%	53
65	COc1ccccc1Cc1nc2ccccc2nc1SCC(=O)N1CCc2ccccc21	1%	50
66	CC(C)(C)c1ccc(C(=O)Nc2ccc(-c3nc4ccccc4o3)c(O)c2)cc1	1%	-12
67	O=C(CSc1n[nH]c(-c2ccccc2)n1)N1CCN(c2ccc(F)cc2)CC1	2%	-15
68	O=C(COc1ccccc1)Nc1sc2c(c1C(=O)Nc1ccccc1Cl)CCCCC2	-2%	-3
69	CCC1CCCCN1C(=O)Cn1c(=O)n(CCCCCC(=O)NCc2ccc(F)cc2)c(=O)c2sccc21 (stereo not given)	10%	6
70	CC1CCC(NC(=O)c2cc3c(Cl)nc4ccccc4c3s2)CC1 (stereo not given)	-2%	-8
71	O=C(NCc1ccccc1Cl)c1ccc(CSCc2ccccc2Cl)o1	-1%	0
72	O=c1[nH]c(SCc2ccc(Br)cc2)nc2c1CCCC2	22%	2
73	CCOc1ccc(-c2cc3c(=O)n(CC(=O)Nc4cc(F)ccc4C)ccn3n2)cc1	11%	44
74	COC(=O)c1c(Oc2ccc(Br)cc2)nnc(-c2ccccc2)c1-c1ccccc1	18%	-4
75	CCN(c1ccccc1)S(=O)(=O)c1nnc(NC(=O)C(C)Oc2ccccc2)s1 (stereo not given)	-1%	-5
76	Cc1ccc(NC(=O)Cn2cnc3sc(C(=O)O)c(C)c3c2=O)cc1Cl	9%	21
77	Cc1ccccc1Nc1c(-c2ccccc2O)nc2sccn12	20%	-64*
78	CCOC(=O)c1cc(-c2ccccc2)n(CCC(=O)NCCc2cccc(C)c2)c1C	-1%	0
79	COc1ccc(CNC(=O)c2ccc3c(c2)N(Cc2cc(C)ccc2C)C(=O)CS3)cc1	9%	9
80	Cc1nc2cc(-c3cccc(F)c3)nn2c(C)c1CCC(=O)N1CCN(c2ccc(F)cc2)CC1	-12%	-33

For reference, part of the list above:
no.	mol	AmpC detergent	HCMV antiviral
74	COC(=O)c1c(Oc2ccc(Br)cc2)nnc(-c2ccccc2)c1-c1ccccc1	18%	-4
75	CCN(c1ccccc1)S(=O)(=O)c1nnc(NC(=O)C(C)Oc2ccccc2)s1 (stereo not given)	-1%	-5
76	Cc1ccc(NC(=O)Cn2cnc3sc(C(=O)O)c(C)c3c2=O)cc1Cl	9%	21
77	Cc1ccccc1Nc1c(-c2ccccc2O)nc2sccn12	20%	-64*

Random excerpt: three entries already listed, in no set order.
no.	mol	AmpC detergent	HCMV antiviral
68	O=C(COc1ccccc1)Nc1sc2c(c1C(=O)Nc1ccccc1Cl)CCCCC2	-2%	-3
76	Cc1ccc(NC(=O)Cn2cnc3sc(C(=O)O)c(C)c3c2=O)cc1Cl	9%	21
72	O=c1[nH]c(SCc2ccc(Br)cc2)nc2c1CCCC2	22%	2

Next records.
no.	mol	AmpC detergent	HCMV antiviral
81	CCOCCCn1c(SCC(=O)Nc2ccccc2Cl)nc2c(oc3ccccc32)c1=O	30%[activator]	0
82	Clc1ccc(-c2cc3ncc4c(n3n2)-c2ccccc2OC4)cc1	1%	25
83	COc1ccc(CNC(=O)Cc2coc3ccc(C)cc23)cc1	-2%	13
84	CCOc1ccccc1NC(=O)Cn1c(=O)n(C(C)C)c(=O)c2oc3ccccc3c21	12%	?

Only part of the results is shown; rates above refer to the full screens.
